EPAC1 antag: qHTS for Antagonist of cAMP-regulated guanine nucleotide exchange factor 3 (EPAC1): primary screen; EPAC1 GEF assay, Rap1b-BODIPY-GDP exchange fluorescence; hit rate 0.14% among 360,000; Rap guanine nucleotide exchange factor 3 (Homo sapiens), O95398; Potency, µM (top dose mostly 115 µM), for inactives: top-dose activity change, negative = inhibition, hits mostly inhibitors; AID 720709, 2013;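 note: potency is the fitted concentration of half-maximal effect; plate controls were vehicle for no effect and positive control for full effect; nearly all actives have a fitted effect of over 50% in size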
EPAC1 agonist: qHTS for Agonist of cAMP-regulated guanine nucleotide exchange factor 3 (EPAC1): primary screen | hit rate 0.073% among 360,000 | EPAC1 agonist qHTS, biochemical assay; response scale: 100% = response to 6.5 mM cAMP | AID 720707, 2013 | Rap guanine nucleotide exchange factor 3 (Homo sapiens), O95398 | Potency, µM (top dose mostly 154 µM), without a hit: at the top dose activation, usual class: activators; note: potency is the fitted concentration of half-maximal effect; nearly all actives have a fitted effect of over 60% in size
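Read-out is the fluorescence drop as BODIPY-GDP leaves Rap1B (480 nm excitation, 540 nm emission), recorded every 5 minutes over 30 minutes. Reactions held 100 nM EPAC1, 250 nM Rap1B–BODIPY-GDP and 50 uM GDP, with 6.5 mM cAMP setting full activation.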
PLK1 PBD block: qHTS for Inhibitors of PLK1-PDB (polo-like kinase 1 - polo-box domain): Primary Screen; Potency, µM, without a hit: max response, negative = inhibition, most hits filed as inhibitors; Plk1 PBD binding of FITC phosphopeptide, fluorescence polarization; hit rate 2.8% among 360,000; Serine/threonine-protein kinase PLK1 (Homo sapiens), P53350; note: potency is the fitted concentration of half-maximal effect; series mostly up to about 57 µM; % is set by controls: 0 for no effect and ±100 for the full control effect; nearly all actives have a fitted effect of over 65% in size
PI5P4Ka inh: qHTS for Inhibitors of phosphatidylinositol 5-phosphate 4-kinase (PI5P4K) | Phosphatidylinositol 5-phosphate 4-kinase type-2 alpha (Homo sapiens), P48426 | PI5P4Kalpha enzyme, ADP-Glo luminescence, 60 min; stronger effect = lower value | max response, % | hit rate 1.2% among 330,000 | AID 652105, 2013; active = max response of -50% or lower; inconclusive = between -30% and -50%; inactive = -30% or higher; note: value at the top dose of about 77 µM; % is set by controls: 0 for no effect and ±100 for the full control effect
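Controls without substrate or without enzyme flank wells where PI5P4Kalpha converts substrate using 5 microM ATP (final). Incubation lasts 60 minutes at room temperature; ADP formed is read by ADP-Glo luminescence.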
GLP1R ag: qHTS of GLP-1 Receptor Agonists. Glucagon-like peptide 1 receptor (Homo sapiens), P43220. HEK293 GLP-1R CRE-luciferase, luminescence, 4-6 h; cells express a hypersensitive GLP-1R form. Potency, µM (top dose mostly 45.6 µM), inactives show top-dose activation, usual class: activators. hit rate 0.007% among 380,000. AID 624172, 2012; note: potency is the fitted concentration of half-maximal effect; % of control where 0% means no effect
Target sequence (P43220 whole entry, looked up): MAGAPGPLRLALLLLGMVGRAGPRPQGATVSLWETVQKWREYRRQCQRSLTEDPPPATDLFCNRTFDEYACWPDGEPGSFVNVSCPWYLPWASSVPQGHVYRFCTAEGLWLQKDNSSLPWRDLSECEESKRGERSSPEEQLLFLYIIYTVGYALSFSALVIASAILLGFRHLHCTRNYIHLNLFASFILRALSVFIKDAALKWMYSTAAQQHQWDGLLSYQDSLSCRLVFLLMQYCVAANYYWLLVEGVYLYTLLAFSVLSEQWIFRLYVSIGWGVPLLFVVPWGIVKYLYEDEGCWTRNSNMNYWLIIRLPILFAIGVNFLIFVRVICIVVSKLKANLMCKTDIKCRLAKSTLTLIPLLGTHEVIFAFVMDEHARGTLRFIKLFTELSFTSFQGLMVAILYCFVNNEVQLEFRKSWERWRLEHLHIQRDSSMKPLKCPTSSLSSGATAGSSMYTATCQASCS
IL2 activator: qHTS of IL-2 Activators; IL-2 activation reporter assay, cell-based qHTS; stimulated with anti-CD3/CD4/CD28 beads; in transgenic mouse T cells; activation, % (series mostly up to about 46 µM); hit rate 0.065% among 360,000; in the data active = activation above about 50%; inconclusive = mostly about 30% to 49%; note: 0% is about no effect
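Readout is EGFP and DsRed signal by fluorescent plate cytometry after 18 h at 37 degrees C. Transgenic mouse T cells (750/well) received compound for 60 min before bead stimulation (anti-CD3, anti-CD4, anti-CD28); memory T cells served as non-tolerant control.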
PTHR1 agonist: qHTS for PTHR1 Agonists: Primary Screen; Parathyroid hormone/parathyroid hormone-related peptide receptor (Homo sapiens), Q03431; HEK293 GP2 PTHR1 cells, GloSensor cAMP luminescence, 1 h; Potency, µM (series often up to 115 µM), inactives show at the top dose activation, usual class: activators; hit rate 0.075% among 410,000; AID 743266, 2014; note: potency is the fitted concentration of half-maximal effect; nearly all actives have a fitted effect of over 55% in size; some results filed as inactive show a strong effect at the top dose; inactives centre near -15; many of its hits are not listed in these tables
Target sequence (Q03431 whole entry, looked up): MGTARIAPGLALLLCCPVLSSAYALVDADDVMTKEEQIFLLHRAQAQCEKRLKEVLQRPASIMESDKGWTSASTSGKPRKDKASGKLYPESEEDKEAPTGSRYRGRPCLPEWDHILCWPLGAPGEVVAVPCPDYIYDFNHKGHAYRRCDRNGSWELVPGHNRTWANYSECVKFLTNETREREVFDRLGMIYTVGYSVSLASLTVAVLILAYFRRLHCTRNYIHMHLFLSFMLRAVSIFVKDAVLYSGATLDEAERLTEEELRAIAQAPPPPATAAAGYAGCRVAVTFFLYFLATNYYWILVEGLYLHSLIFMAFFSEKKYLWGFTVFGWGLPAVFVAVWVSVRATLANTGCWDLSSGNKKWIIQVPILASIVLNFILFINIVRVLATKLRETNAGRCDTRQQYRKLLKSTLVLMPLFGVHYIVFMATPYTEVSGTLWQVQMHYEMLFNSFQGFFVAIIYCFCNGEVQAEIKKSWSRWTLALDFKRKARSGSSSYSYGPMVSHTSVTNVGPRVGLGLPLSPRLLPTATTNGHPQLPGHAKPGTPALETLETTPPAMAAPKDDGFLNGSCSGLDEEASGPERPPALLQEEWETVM
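HEK-293-derived GP2 cells expressing PTHR1 and a GloSensor cAMP reporter, 3,000/well, plated overnight, given luciferin plus IBMX (each 0.5 mM as added) for 1 h at 37 °C, then compound for 1 h at 37 °C. Luminescence was read after 15 min at room temperature.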
GLP1R cytotox: qHTS of GLP-1 Receptor Inverse Agonists: Cytotox Screen | hit rate 0.13% among 410,000 | Potency, µM (top dose mostly 38.3 µM), for inactives: at the highest dose activity change, negative = inhibition, hits mostly inhibitors | HEK293 cAMP-luciferase reporter cells, luminescence, 24 h | AID 624418, 2012;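 note: loss of luciferase light is scored as toxicity; potency is the fitted concentration of half-maximal effect; % is set by controls: 0 for no effect and ±100 for the full control effect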
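To flag toxic compounds, the library was rerun on cells for 24 hr at 37 deg C and 5% CO2. Viability-linked luminescence was captured 12 min after adding luciferase detection reagent.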
GLP-1R inv ag: qHTS of GLP-1 Receptor Inverse Agonists (Inhibition Mode); Glucagon-like peptide 1 receptor (Homo sapiens), P43220; HEK293 GLP-1R CRE-luciferase, luminescence, 24 h; GLP-1R form is constitutively active; Potency, µM (doses to about 38.3 µM), inactives show at the highest dose activity change, negative = inhibition, most hits filed as inhibitors; hit rate 1.6% among 410,000; AID 624417, 2012; note: potency is the fitted concentration of half-maximal effect; % is set by controls: 0 for no effect and ±100 for the full control effect; nearly all actives have a fitted effect of over 55% in size
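Stable HEK293 clone (constitutively active GLP-1R + cAMP-response luciferase); 200 cells/uL plated, 12 h pre-culture, compound 24 hr, 37 deg C/5% CO2; detection reagent 12 min RT; luminescence.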
Numbers without * were called inactive; i = inactive; ? = inconclusive; nt = not tested or not shown; [ ] = dose if it differs, or a comment. Unless noted, calls come from the whole dose curve; as a rule, active = well fitted curve in the direction sought with a large enough effect; inconclusive = small, poorly fitted or top-dose-only effect, or another doubt; inactive = no such curve, though single readings can be large; an effect the other way counts as inactive or inconclusive. Not all compounds are listed; count on the stated rates, not on these rows.

SMILES	EPAC1 antag	EPAC1 agonist	PLK1 PBD block	PI5P4Ka inh	GLP1R ag	IL2 activator	PTHR1 agonist	GLP1R cytotox	GLP-1R inv ag
CCCCCCSc1ccc([C@@H]2[C@H]3C(=O)N(CC)C(=O)[C@H]3[C@]3(C(=O)OC)CCCCN23)cc1	-11%	-11%	-5%	9	11%	-0.6	6%	1%	-8%
Cc1cccc(N=Cc2ccccc2O)c1C	10%	-18%	-12%	0	-4%	-1.4	i	5%	6%
CCNC(=O)COC(=O)C1C(C(=O)OCC)=C(C)NC(C)=C1C(=O)OCC	-10%	-1%	-14%	3	1%	2.2	i	-8%	2%
O=c1[nH]c2c(c(=O)[nH]1)CCC2	3%	-4%	8%	-1	-5%	-4.0	i	-3%	5%
Cc1ccc(C(=O)NC2CCS(=O)(=O)C2)cc1S(=O)(=O)N1CCCCCC1 (stereo not drawn)	-3%	4%	-28%	-1	6%	0.7	-1%	6%[7.66 µM]	4%[7.66 µM]
CCc1ccc(OCC(=O)Nc2ccncc2)cc1	-7%	-2%	-4%	5	17%	0.6	-45%[inhibitor]	-5%	-5%
COC(=O)c1ccc(/C=C2\N=C(SC)SC2=O)cc1	-3%	-6%	-2%	0	4%	0.4	-14%	-20%	3%
CCOc1ccc(CC(=O)Nc2c(C(=O)Nc3ccccc3)oc3ccccc23)cc1OCC	0%	1%	-10%	10	-1%	-1.1	-1%[57.5 µM]	-2%	16%
COc1ccccc1CCNC(=O)Cc1cccs1	2%	5%	1%	-17	3%	1.5	i	29%	-19%
COc1ccc(CNC(=O)CCc2c(C)nc3cc(-c4ccc(OC)cc4OC)nn3c2C)cc1	nt	nt	nt	nt	-1%	nt	-10%	-6%	-7%
COC(=O)c1ccc(CN2CCC(CO)(Cc3cccc(OC)c3)CC2)cc1	-2%	3%	-5%	3	2%	1.1	-32%[inhibitor]	12%	-28%
COc1cc(C(=O)ON=C2C3CC4CC(C3)CC2C4)cc(OC)c1OC	-3%	1%	-2%	11	22%	-2.5	i	?	?
Cc1ccc(S(=O)(=O)N(CC(=O)N2CCC(C(N)=O)CC2)c2cccc(C(F)(F)F)c2)cc1	5%	7%	-8%	0	0%	-0.3	-15%[57.5 µM]	-7%	-29%
CN(C)S(=O)(=O)c1cc(NC(=O)COC(=O)Cc2cccc3ccccc23)ccc1Cl	-27%	10%	-8%	4	-2%	0.0	-21%	-7%	?
Cc1cccc(N=C(N2CCOCC2)P(=O)(N2CCOCC2)N2CCOCC2)c1	8%	-3%	3%	nt	-4%	0.7	i	-2%	-1%
CN1OC[C@@H]2CN(Cc3ccc(Cl)cc3)[C@H](c3cccc(Br)c3)C[C@@H]21	-3%	-6%	7%	31	-4%	-0.5	-16%	-3%	?
FC(F)(F)c1cccc(NC(=S)NCC(c2cccnc2)N2CCOCC2)c1 (stereo not drawn)	0%	0%	0%	-4	-8%	3.0	-81%[inhibitor]	-4%	-4%
C[C@H](CO)N1C[C@H](C)[C@@H](CN(C)C(=O)OCc2ccccc2)OCc2cn(nn2)CCCC1=O	12%	-17%	-11%	3	-3%	-2.6	-19%	-7%	3%
CSc1nc2ccccc2cc1/C=C(\C#N)c1cccc(Cl)c1	2%	5%	-4%	3	-31%[inhibitor]	0.5	i	?	?
CCCCn1c(N)c(N(CCC(C)C)C(=O)c2ccccc2C)c(=O)[nH]c1=O	16%	8%	-9%	3	0%	1.3	-4%	6%	1%

Among those listed so far, two have an aryl thioether with sulfur outside any ring:
SMILES	EPAC1 antag	EPAC1 agonist	PLK1 PBD block	PI5P4Ka inh	GLP1R ag	IL2 activator	PTHR1 agonist	GLP1R cytotox	GLP-1R inv ag
CCCCCCSc1ccc([C@@H]2[C@H]3C(=O)N(CC)C(=O)[C@H]3[C@]3(C(=O)OC)CCCCN23)cc1	-11%	-11%	-5%	9	11%	-0.6	6%	1%	-8%
CSc1nc2ccccc2cc1/C=C(\C#N)c1cccc(Cl)c1	2%	5%	-4%	3	-31%[inhibitor]	0.5	i	?	?

(more compounds)
SMILES	EPAC1 antag	EPAC1 agonist	PLK1 PBD block	PI5P4Ka inh	GLP1R ag	IL2 activator	PTHR1 agonist	GLP1R cytotox	GLP-1R inv ag
COCCCNC(=O)CNC(=O)c1nn(-c2ccc(OC)c(Cl)c2)c(=O)c2ccccc12	-3%	13%	-3%	0	12%	1.6	i	-1%	10%
CCCCN(C(=O)Cn1nnc2ccccc21)C(C(=O)NCCOC)c1cccs1 (stereo not drawn)	2%	-4%	-1%	0	-4%	1.0	i	-18%	-11%
COc1ccc(NC(=S)NC(=O)c2cccnc2)cc1	-4%	5%	-27%	1	-5%	-2.4	i	-2%	14%
CNC(=O)c1ccsc1NC(=O)c1ccc(S(=O)(=O)N2CCCc3ccccc32)cc1	-8%	12%	0%	-3	6%	-4.1	i	1%	?
COc1ccc(CNC(=O)/C(C#N)=C2\N=C(NC(=O)c3cccs3)c3ccccc32)cc1	11%	21%	1%	-5	8%	0.0	-45%	4%	30%
CCOc1cc(/C=N/NC(=O)c2c(C)nc3ccc(Cl)cn23)ccc1O	-12%	7%	-1%	-7	-5%	-2.3	i	-7%	2%
Cc1ccc(-n2nc(C)c(=O)c(-c3ccccc3)c2NC(=O)c2cccs2)cc1	-21%	-1%	-2%	1	-4%	-0.3	i	-6%	-6%
CCOC(=O)C1C(=O)OC(C)(C)C1C(C)C(=O)c1ccc(C)cc1C (stereo not drawn)	-3%	1%	1%	5	?	-1.5	-16%	1%	-19%
CCN1CCN(CC(=O)Nc2cc(S(=O)(=O)N(CC)c3ccccc3)ccc2Cl)CC1	1%	6%	-9%	4	8%	-0.5	-24%	?	10µM*
CC(=O)c1cccc(NC(=O)C2Cc3c(-c4cccc(C(N)=O)c4)ccnc3O2)c1 (stereo not drawn)	10%	-2%	-5%	-16	5%	-0.9	-37%[inhibitor]	-5%	-16%
Cc1ccc(CC(=O)NCCN2CCOCC2)cc1	-8%	-4%	-25%	1	-9%	-5.0	-6%	-10%	-4%
CCN(CC)S(=O)(=O)c1ccc2[nH]c(=O)[nH]c2c1	21%	7%	-5%	3	6%	-0.9	i	-9%	8%
CCc1ccccc1N(CC(=O)NC1CCCCC1)C(=O)CCC(=O)Nc1ccccn1	19%	4%	-3%	0	16%	1.7	i	-5%	-13%
CCCc1ccc(Oc2coc3cc(OCC(=O)Nc4ccccc4C)ccc3c2=O)cc1	-3%	7%	-7%	4	-2%	-2.9	-33%[inhibitor]	-5%	-4%
Cc1cc(=O)n2nc(N3CCCC(C(=O)NCCCN4C(C)CCCC4C)C3)sc2n1 (stereo not drawn)	8%	5%	6%	-3	-5%	1.1	-25%	5%	2%
CCC(CO)Oc1cc(NC(=O)c2ccccc2C)c2ncn(C(C)C)c2c1 (stereo not drawn)	-11%	-3%	-7%	-13	-4%	0.3	-8%	-10%	10%
O=S(=O)(Nc1ccc(Cc2ccncc2)cc1)c1ccc(Cl)s1	5%	8%	?	-9	1%	-0.6	-91%[inhibitor]	2%	-14%
COc1ccc(S(=O)(=O)Nc2ccc3c(c2)C(=O)N([C@H](C)CO)C[C@H](C)[C@@H](CN(C)C(=O)Nc2ccc4c(c2)OCO4)O3)cc1	-10%	-13%	-15%	2	14%	-0.2	i	4%	18%
Cc1ccc(C)c(OCc2cc(C(=O)N3CCC(N4CCCC(O)C4)CC3)no2)c1 (stereo not drawn)	-15%	12%	-8%	2	16%	-2.5	-1%	-2%	?
COc1ccc([C@@H]2[C@@H]3C(=O)N(C(C)(C)C)C(=O)[C@@H]3[C@]3(Cc4ccccc4)C(=O)N(c4ccccc4)C(=O)N23)cc1	-23%	14%	-2%	-1	-1%	0.4	-7%	6%	-20%
O=C(CC(C(=O)O)c1ccccc1)Nc1cccc2ccccc12 (stereo not drawn)	-3%	-2%	-10%	-10	-15%	-0.5	i	5%	27%
CCOc1ccccc1NC(=O)NCc1ccccc1	-3%	2%	-7%	5	6%	0.1	i	-4%	?
O=C(N/N=C(/c1ccccc1)c1ccncc1)c1ccc2c(c1)OCO2	-8%	6%	-14%	-5	8%	-7.5	i	10%	0%
Cc1ccc(CNC(=O)CNS(=O)(=O)c2ccc3nc(C)sc3c2)cc1	5%	4%	7%	2	-1%	-0.6	i	-9%	18%
O=P(CO)(Cc1ccccc1)Cc1ccccc1	8%	-5%	1%	-5	7%	1.4	-16%[57.5 µM]	-5%	9%
COc1ccc2c(c1)c1c(c(=O)n(-c3ccc(OC)c(OC)c3)c(=O)n1Cc1ccc(C)cc1)n2C	nt	nt	nt	nt	-4%	nt	i	0%	7%
CCOC(=O)c1ccc(NC(=S)Nc2cccc(C)n2)cc1	?	-8%	-12%	5	8%	-1.8	i	1.3µM*	0%
COc1ccc2oc(=O)c(C(=O)n3ccc(C)n3)cc2c1	4%	5%	-4%	nt	-9%	1.3	i	2%	5%
CCCCNC(=S)N1CCN(Cc2ccc3c(c2)OCO3)CC1	-5%	-1%	-22%	1	0%	-0.2	-24%	-3%[7.66 µM]	-15%[7.66 µM]
Nc1cc(S(=O)(=O)c2ccc(O)c(N)c2)ccc1O	3%	6%	-7%	-8	2%	-0.2	-3%	-2%	17%
COc1ccc(-c2nc(=S)[nH][nH]2)cc1OC	-19%	-8%	-9%	?	-7%	-1.5	-14%	5%	4%

Screening data from PubChem.
